LMP1 NFkB inh: EBV LMP1-driven NF-kappaB luciferase reporter inhibitors, primary screen, cell-based, luminescence, single point; LMP1-induced NF-kappaB luciferase reporter cells; inhibition, % at 12.5 µM; actives 0.69% (n = 350,000); AID 504558, 2011; in the data active means inhibition above about 41%;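 further: 0% = neutral control wells and 100% = reference inhibitor control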
NOD2 RIPK2 PPI: NOD2-RIPK2 binding disruptors in cells, primary screen, fluorescence, CHO cells, BLA complementation. CCF4 ratio. inhibition, % at 4.98 µM. actives 0.38% (n = 360,000). AID 624267, 2012; in the data active means inhibition above about 21%;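 further: 0% = vehicle only and 100% = reference blocker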
SRC3 inh: SRC3 coactivator transcriptional activity inhibitors, primary screen, cell-based, luminescence | actives 0.17% (n = 360,000) | AID 588352, 2011 | HEK293 GAL4-SRC3 luciferase reporter | inhibition, % at 3.6 µM;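 active means inhibition above a per-campaign cutoff, the mean of all compounds plus 3 SD, cut at about 60% in these data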;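 further: 0% = DMSO-treated cells and 100% = gossypol-treated cells at 36 µM; higher means less SRC3-driven luciferase light from the GAL4 reporter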
SRC1 inh: SRC1 coactivator transcriptional activity inhibitors, primary screen, cell-based, luminescence | HEK293 GAL4-SRC1 luciferase reporter | actives 0.12% (n = 360,000) | inhibition, % at 3.6 µM | AID 588354, 2011;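 active means inhibition above the campaign mean plus 3 SD, with each screening campaign given its own cutoff, cut at about 60% in these data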;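 further: 0% = DMSO treated cells and 100% = gossypol at 36 µM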
NCOA2 inhibitor: inhibition of GAL4-SRC2 driven luciferase reporter, primary screen, SRC2 inhibitor project, cell-based, luminescence. actives 0.17% (n = 370,000). HEK293 GAL4-SRC2 luciferase reporter. AID 651957, 2012. inhibition, % at 9 µM. Nuclear receptor coactivator 2 (Homo sapiens), Q15596;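 active means inhibition above the mean inhibition of all tested compounds plus 3 SD, set per campaign, cut at about 52% in these data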;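 further: 0% = DMSO treated cells and 100% = cells given Gossypol at 36 µM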
Vif inh: HIV Vif self-association inhibitors, primary screen, imaging, HEK293T, single point; actives 0.35% (n = 340,000); HEK293T cells, Vif self-association by quenched fluorescence, 24 h; AID 602346, 2012; inhibition, % at 7.49 µM; in the data active means inhibition above about 50%, passing the limit was not always enough; further: some results filed as inactive read as strong as hits
TLR9-MyD88 block: inhibitors of TLR9-MyD88 association in cells, primary screen, cell-based, CHO, BLA complementation, fluorescence; inhibition, % at 4.98 µM; Toll-like receptor 9 (Homo sapiens) + Myeloid differentiation primary response protein …; actives 0.21% (n = 340,000); CCF4 FRET ratio;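 active means inhibition above the mean over all tested compounds plus 3 SD, cut at about 21% in these data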;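 further: 0% = DMSO only wells and 100% = clavulanate BLA inhibitor control wells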
NR2F2 inh: NR2F2 transcriptional activity inhibitors, primary screen, cell-based, luciferase reporter, HEK293T, luminescence; actives 0.7% (n = 370,000); HEK293T NGFI-A luciferase reporter; inhibition, % at 8.6 µM; COUP transcription factor 2 (Homo sapiens), P24468;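 active means inhibition above a per-plate cutoff, mean inhibition of test wells between control levels plus 3 SD, cut at about 38% in these data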;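 further: cells cotransfected with COUP-TFII expression vector driving the NGFI-A reporter; 0% = median of COUP-TF2 test wells and 100% = reporter-only cells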
Target sequence (P24468 whole entry, looked up): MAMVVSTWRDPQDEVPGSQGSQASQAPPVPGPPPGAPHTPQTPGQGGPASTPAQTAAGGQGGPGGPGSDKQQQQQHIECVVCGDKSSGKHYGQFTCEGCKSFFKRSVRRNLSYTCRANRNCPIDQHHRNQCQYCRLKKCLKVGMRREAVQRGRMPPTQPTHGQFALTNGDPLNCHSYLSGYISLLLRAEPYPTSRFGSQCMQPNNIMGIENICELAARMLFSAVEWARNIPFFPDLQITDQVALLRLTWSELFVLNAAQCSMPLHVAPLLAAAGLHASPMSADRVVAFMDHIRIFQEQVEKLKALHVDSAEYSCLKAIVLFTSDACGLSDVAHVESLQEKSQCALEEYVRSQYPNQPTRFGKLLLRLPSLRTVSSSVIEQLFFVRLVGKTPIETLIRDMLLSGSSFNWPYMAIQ
TROY NFkB inh: inhibitors of TROY-driven NF-kB signaling, primary screen, Q293 LMP1-TROYcd cells, NF-kB luciferase, uHTS; Q293 LMP1-TROYcd NF-kB luciferase reporter, 4 h; inhibition, % at 10 µM; actives 0.98% (n = 360,000);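 active means compounds whose plate-normalised and pattern-corrected inhibition of the luciferase reporter signal at the single screening dose is 50% or more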
NR5A2 inv ag: LRH-1 (NR5A2) inverse agonists, primary screen, cell-based, luminescence, HEK293T, StAR-luciferase reporter; LRH-1 transfected, 24 h; inhibition, % at 3.6 µM; actives 0.13% (n = 360,000);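 active means inhibition above the mean inhibition of all tested compounds plus 3 SD, cut at about 73% in these data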;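 further: 0% = DMSO wells and 100% = reporter-only cells lacking LRH-1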
Target sequence (O00482 whole entry, looked up): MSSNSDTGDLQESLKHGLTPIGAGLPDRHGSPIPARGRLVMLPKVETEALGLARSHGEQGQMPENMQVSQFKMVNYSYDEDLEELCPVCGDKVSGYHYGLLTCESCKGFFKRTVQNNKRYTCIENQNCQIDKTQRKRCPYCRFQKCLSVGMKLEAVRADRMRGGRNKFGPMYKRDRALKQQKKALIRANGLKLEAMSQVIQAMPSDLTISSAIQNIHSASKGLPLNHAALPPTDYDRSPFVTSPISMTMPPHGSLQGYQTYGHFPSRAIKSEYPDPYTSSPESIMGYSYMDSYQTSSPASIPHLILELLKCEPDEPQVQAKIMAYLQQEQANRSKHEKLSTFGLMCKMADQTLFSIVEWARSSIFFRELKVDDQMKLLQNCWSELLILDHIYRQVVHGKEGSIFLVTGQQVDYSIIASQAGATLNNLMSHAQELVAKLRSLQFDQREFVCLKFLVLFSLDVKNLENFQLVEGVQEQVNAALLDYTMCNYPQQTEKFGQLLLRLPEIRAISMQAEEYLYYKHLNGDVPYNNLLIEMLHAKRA
C8 TRAIL sens: viability loss with TRAIL in NB7+C8 cells, primary screen, TRAIL sensitizer project, cell-based, ATPlite luminescence; actives 1% (n = 360,000); AID 624354, 2012; inhibition (viability loss, TRAIL sensitization), % at 10 µM;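 active means compounds causing at least 50% loss of cell viability in the single-dose screen, relative to plate controls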
An asterisk follows results filed as active; . = not tested or not shown. Only part of the results is shown. The share of hits here may be higher or lower than overall.

The first 16 records (preview)
SMILES	LMP1 NFkB inh	NOD2 RIPK2 PPI	SRC3 inh	SRC1 inh	NCOA2 inhibitor	Vif inh	TLR9-MyD88 block	NR2F2 inh	TROY NFkB inh	NR5A2 inv ag	C8 TRAIL sens
Cc1cc2c(cc1C)NC(=O)CC(c1ccccc1)=N2	-50	-8	-77	-97	-37	6	1	-64	-51	-130	21
CC1(NC(=S)Nc2ccccc2)CCS(=O)(=O)C1 (centres undefined)	.	-2	11	5	-7	1	.	-5	-26	-2	-12
CN(C)S(=O)(=O)c1c(Cl)cccc1Cl	3	2	-5	-1	1	13	5	-3	-9	-8	11
CCOc1ccc(/C(O)=C2/C(=O)C(=O)N(c3ncccn3)C2c2ccc(Cl)cc2)cc1 (centres undefined)	.	4	16	7	17	2	.	-8	7	4	-10
O=C(COC(=O)c1c[nH]c2ccccc12)NCc1ccccc1	-9	-1	-30	-15	-33	27	-2	-15	-2	3	-21
CCCCNC(=O)c1onc(CSc2cc(C)ccc2C)c1C(=O)O	-2	-2	-16	1	0	8	-5	1	-11	11	0
CC1CCCN(CCCOc2ccc([N+](=O)[O-])cc2)C1 (centres undefined)	-1	-2	-6	-6	-3	1	4	-6	0	-1	-2
Cc1ccsc1/C=N/NC(=O)Cn1nc(C)c([N+](=O)[O-])c1C	1	-6	9	-4	9	-15	3	5	-4	14	-9
C/C(=N/NC(=O)c1cc2ccccc2cc1O)C1C(=O)c2ccccc2C1=O	-13	-3	-21	-27	-12	5	10	5	-46	-33	5
Cc1ccc(/C=N/n2cc(-c3ccccc3)[nH]c2=S)s1	-17	17	-16	-14	-20	12	-3	-6	6	-24	0
Cc1cc2oc(C(=O)N(Cc3ccco3)C3CCS(=O)(=O)C3)cc(=O)c2cc1Cl (centres undefined)	-6	3	6	-5	-34	-5	3	13	0	9	5
CC(NC(=O)CN(C)S(=O)(=O)c1ccc2c(c1)c(=O)n(C)c(=O)n2C)c1ccccc1 (centres undefined)	-5	-8	-6	-6	-20	2	-6	3	10	15	6
CCOCCCNCc1cc(Cl)cc(Cl)c1OCC	1	-16	7	-17	-18	-7	-4	4	1	-16	-16
Cc1onc(-c2c(Cl)cccc2Cl)c1C(O)c1ccccc1 (centres undefined)	5	-4	0	0	-16	0	1	-1	-5	-3	5
Cc1ccc(OC(=O)c2ccc3c(=O)n4c(nc3c2)CCC4)cc1	2	5	8	-31	-15	.	-9	-5	-10	-4	-8
O=C(NNC(=O)c1n[nH]c(=O)c2ccccc12)c1ccc(Br)cc1	-9	5	15	7	10	-1	-4	0	-19	14	-3

This part in full, from the start:
SMILES	LMP1 NFkB inh	NOD2 RIPK2 PPI	SRC3 inh	SRC1 inh	NCOA2 inhibitor	Vif inh	TLR9-MyD88 block	NR2F2 inh	TROY NFkB inh	NR5A2 inv ag	C8 TRAIL sens
Cc1cc2c(cc1C)NC(=O)CC(c1ccccc1)=N2	-50	-8	-77	-97	-37	6	1	-64	-51	-130	21
CC1(NC(=S)Nc2ccccc2)CCS(=O)(=O)C1 (centres undefined)	.	-2	11	5	-7	1	.	-5	-26	-2	-12
CN(C)S(=O)(=O)c1c(Cl)cccc1Cl	3	2	-5	-1	1	13	5	-3	-9	-8	11
CCOc1ccc(/C(O)=C2/C(=O)C(=O)N(c3ncccn3)C2c2ccc(Cl)cc2)cc1 (centres undefined)	.	4	16	7	17	2	.	-8	7	4	-10
O=C(COC(=O)c1c[nH]c2ccccc12)NCc1ccccc1	-9	-1	-30	-15	-33	27	-2	-15	-2	3	-21
CCCCNC(=O)c1onc(CSc2cc(C)ccc2C)c1C(=O)O	-2	-2	-16	1	0	8	-5	1	-11	11	0
CC1CCCN(CCCOc2ccc([N+](=O)[O-])cc2)C1 (centres undefined)	-1	-2	-6	-6	-3	1	4	-6	0	-1	-2
Cc1ccsc1/C=N/NC(=O)Cn1nc(C)c([N+](=O)[O-])c1C	1	-6	9	-4	9	-15	3	5	-4	14	-9
C/C(=N/NC(=O)c1cc2ccccc2cc1O)C1C(=O)c2ccccc2C1=O	-13	-3	-21	-27	-12	5	10	5	-46	-33	5
Cc1ccc(/C=N/n2cc(-c3ccccc3)[nH]c2=S)s1	-17	17	-16	-14	-20	12	-3	-6	6	-24	0
Cc1cc2oc(C(=O)N(Cc3ccco3)C3CCS(=O)(=O)C3)cc(=O)c2cc1Cl (centres undefined)	-6	3	6	-5	-34	-5	3	13	0	9	5
CC(NC(=O)CN(C)S(=O)(=O)c1ccc2c(c1)c(=O)n(C)c(=O)n2C)c1ccccc1 (centres undefined)	-5	-8	-6	-6	-20	2	-6	3	10	15	6
CCOCCCNCc1cc(Cl)cc(Cl)c1OCC	1	-16	7	-17	-18	-7	-4	4	1	-16	-16
Cc1onc(-c2c(Cl)cccc2Cl)c1C(O)c1ccccc1 (centres undefined)	5	-4	0	0	-16	0	1	-1	-5	-3	5
Cc1ccc(OC(=O)c2ccc3c(=O)n4c(nc3c2)CCC4)cc1	2	5	8	-31	-15	.	-9	-5	-10	-4	-8
O=C(NNC(=O)c1n[nH]c(=O)c2ccccc12)c1ccc(Br)cc1	-9	5	15	7	10	-1	-4	0	-19	14	-3
CCOc1nc(Nc2ccc(OC)c(Cl)c2)nc(OCC)n1	-17	0	18	16	15	-20	-9	3	-10	2	16
CC(C)(C)c1ccc(N2C(=O)CSC2c2cccnc2)cc1 (centres undefined)	2	-2	19	4	-28	-17	-11	0	2	-9	-2
CCN(CC(=O)Nc1ccccc1Br)Cc1nc2ccccc2c(=O)[nH]1	0	-10	0	-3	0	-3	9	4	-18	-7	-1
CN1C(=O)C(=O)N(c2cccc(C(F)(F)F)c2)C1=O	-3	4	-11	-14	6	-10	-13	14	-15	8	-18
CN1CCN(c2cc(=O)n(C3CCCCC3)c(=O)[nH]2)CC1	-4	-12	11	2	-26	5	9	-6	-6	1	2
O=C(O)CCN1C(=O)C2C3CC(C2C1=O)C1C(c2ccccc2)c2sc(=O)n(-c4ccccc4)c2SC31 (centres undefined)	-4	-14	-3	5	-9	-4	-5	-4	-6	2	5
Cn1ccnc1SCC(=O)Nc1ccc(F)c([N+](=O)[O-])c1	5	5	5	-12	-21	-7	2	6	5	-3	-4
O=C(O)/C=C/C(O)c1ccc(Cl)cc1 (centres undefined)	-10	5	19	-1	3	-5	-19	-1	2	-28	4
CC(=O)c1cc(C#N)c(SCc2ccc([N+](=O)[O-])cc2)nc1C	5	7	9	-20	19	-11	3	0	12	-22	12
CN1C(=O)C2(c3ccccc31)c1c(oc3ccccc3c1=O)C(=O)N2CCCO (centres undefined)	4	9	20	6	-14	0	1	-17	-17	-7	-9
Cc1ccc(CNC(=O)CS(=O)(=O)c2cn(CC(=O)N3CCOCC3)c3ccccc23)cc1	1	-8	-25	-5	5	-7	-24	-4	-20	10	2
Brc1ccc2nc(-c3c[nH]c4ccccc34)cn2c1	-103	1	-106	-110	-58	32	9	-40	-39	-120	37
COc1ccc(Cc2nc(C)cc(Cl)n2)cc1[N+](=O)[O-]	3	0	-9	-10	-15	-4	5	-3	8	12	-7
Cn1c(=O)c2cn(Cc3ccc(Cl)cc3)cc2n(C)c1=O	-14	1	8	4	10	16	2	10	3	-15	-13
COc1ccc(/C=C/C(=O)NC(=S)NNC(=O)c2cccnc2)cc1	-8	5	-10	-20	-44	1	-10	-9	-10	-70	12
Cc1ccc(OCC(=O)Nc2sc3c(c2C#N)CCC3)cc1C	-36	-3	-18	-39	-37	14	0	12	-60	-2	4
CC(C)Nc1nc(-c2ccccc2)nc(-n2ccnc2)n1	2	-6	-9	-2	13	-6	-3	-11	5	15	1
COc1ccc(NC(=O)N2CCC(C(=O)c3ccc(F)cc3)CC2)cc1	-1	3	3	4	-12	.	-1	0	-11	-31	13
Cc1cccc(N2CCN(C(=O)c3csc4ccccc34)CC2C)c1 (centres undefined)	2	3	11	20	-4	-6	1	-6	11	8	6
O=C(C(=O)N1CCOCC1)c1cn(CC(=O)N2CCc3ccccc3C2)c2ccccc12	0	0	26	-10	0	1	-1	-2	-8	25	5
CC(=O)N(Cc1cc(=O)[nH]c2ccccc12)c1cccc(C)c1	0	3	-7	-9	5	-2	5	-6	6	12	-8
Cc1ccc(-c2nc3ccccc3c(C(=O)NCc3cccs3)c2C)cc1	-8	-1	2	-1	3	7	-12	7	18	7	-14
CNC(=S)Nc1ccc([N+](=O)[O-])cc1	-11	-6	4	3	-11	-4	-10	0	17	11	3
COC(=O)c1ccc(COC(=O)C(CCS(C)(=O)=O)N2C(=O)c3ccccc3C2=O)cc1 (centres undefined)	10	3	12	-12	0	1	-2	7	-19	-27	-13
CC1(C)CC(=O)C=C(C(=O)N2CCCC(C(=O)c3cccc(C(F)(F)F)c3)C2)O1 (centres undefined)	-10	-3	21	12	7	6	-8	-11	-27	-5	-12
CC(=O)Nc1cccc(NC(=O)c2cc3ccccc3o2)c1	-29	-10	-73	-112	-73	-2	3	-54	-70	-126	41
CCC(C)(C)C1CCc2[nH]nc(C(=O)NCC3CC3)c2C1 (centres undefined)	4	2	-2	-11	7	-3	7	-29	-22	-25	2
Cc1ccnc(NC(=O)c2ccc(Br)s2)c1	-10	-1	-100	-128	-20	-6	-5	-12	-42	-144	55*
CCC(=O)c1ccccc1OCCCn1cncn1	-7	-3	-12	6	1	-8	4	-2	-3	3	0
N#CC1C(=O)NC(N2CCN(c3ccccc3)CC2)=NC12CCCCC2 (centres undefined)	6	8	-6	0	0	-3	7	1	6	-2	7
CNC(=O)OCc1nc(SSC(C)(C)C)n(C)c1COC(=O)NC	13	-13	-77	-94	-279	-10	-2	-49	-8	-9	50
Cc1cccc(CSC2=CS(=O)(=O)c3ccccc3N2)c1	11	-10	17	-35	-9	-3	-26	10	20	5	12
Cc1ccc(S(=O)(=O)/C(C#N)=C/c2c(N3CC(C)OC(C)C3)nc3c(C)cccn3c2=O)cc1 (centres undefined)	8	11	-5	-10	-12	5	-10	-16	8	4	-13
CCOC(=O)c1ccccc1NC(=O)CN1C(=O)CCS(=O)(=O)c2ccccc21	4	-1	4	8	12	.	3	1	2	-18	-2
